GPR151 activ: human GPR151 activation | AID 1508602 | activation, % at 11.2 µM | hit rate 1% among 650,000 | PathHunter beta-arrestin GPR151 cells, luminescence | Q8TDV0; in the data active = activation above about 4.9%;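 note: 0% = median of compound wells and 100% = cells with positive control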
Target sequence (Q8TDV0 whole entry, looked up): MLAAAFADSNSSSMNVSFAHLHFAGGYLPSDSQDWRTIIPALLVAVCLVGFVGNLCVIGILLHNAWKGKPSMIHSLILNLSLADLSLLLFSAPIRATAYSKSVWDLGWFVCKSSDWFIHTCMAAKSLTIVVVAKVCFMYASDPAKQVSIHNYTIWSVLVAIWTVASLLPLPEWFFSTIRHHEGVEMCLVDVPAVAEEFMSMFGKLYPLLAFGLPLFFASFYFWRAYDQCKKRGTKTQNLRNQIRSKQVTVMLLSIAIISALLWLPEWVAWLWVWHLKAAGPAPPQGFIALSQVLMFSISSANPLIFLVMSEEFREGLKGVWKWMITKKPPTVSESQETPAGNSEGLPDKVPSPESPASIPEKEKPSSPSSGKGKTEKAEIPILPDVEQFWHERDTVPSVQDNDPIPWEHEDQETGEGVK
FBW7 act: human FBW7 E3 ligase activation, primary screen | Q969H0 | AlphaScreen FBW7–phospho-cyclin E peptide binding, activator screen | normalized activity (activation), % at 26.1 µM | hit rate 0.13% among 650,000 | AID 1259310; in the data active = normalized activity above about 1.9%;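 note: purified mutant Fbw7 with reduced substrate affinity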
Target sequence (Q969H0 whole entry, looked up): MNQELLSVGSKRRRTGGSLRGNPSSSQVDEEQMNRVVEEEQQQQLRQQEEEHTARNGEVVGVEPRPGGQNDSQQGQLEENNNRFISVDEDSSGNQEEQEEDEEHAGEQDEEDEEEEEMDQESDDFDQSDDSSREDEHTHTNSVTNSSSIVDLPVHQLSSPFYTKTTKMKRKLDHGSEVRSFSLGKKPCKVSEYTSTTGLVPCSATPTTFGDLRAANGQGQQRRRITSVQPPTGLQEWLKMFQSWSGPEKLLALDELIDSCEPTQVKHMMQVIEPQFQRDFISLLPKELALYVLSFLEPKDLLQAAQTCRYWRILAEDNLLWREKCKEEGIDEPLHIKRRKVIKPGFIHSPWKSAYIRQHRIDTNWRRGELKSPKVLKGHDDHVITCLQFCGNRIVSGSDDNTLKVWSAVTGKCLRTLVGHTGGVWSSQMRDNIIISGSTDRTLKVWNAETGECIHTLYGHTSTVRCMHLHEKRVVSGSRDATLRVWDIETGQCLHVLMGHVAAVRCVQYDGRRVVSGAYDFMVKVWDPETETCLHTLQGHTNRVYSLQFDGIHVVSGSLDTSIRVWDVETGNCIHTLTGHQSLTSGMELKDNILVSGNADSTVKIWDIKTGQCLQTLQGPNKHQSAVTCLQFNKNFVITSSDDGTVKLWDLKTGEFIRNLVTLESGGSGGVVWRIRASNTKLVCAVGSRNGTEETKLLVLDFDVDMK
TEAD-YAP inh: TEAD-YAP interaction inhibition; inhibition, % at 9.12 µM; hit rate 1.4% among 640,000; HEK-TIYL cells, TEAD-Gal4/YAP UAS-luciferase luminescence; AID 1259422; in the data active = inhibition above about 32%;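 note: 0% = median of test compound wells and 100% = reference inhibitor wells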
MITF inh: inhibitors of human MITF; inhibition, % at 2.6 µM; O75030; hit rate 0.91% among 650,000; AID 1259374; AlphaScreen MITF homodimerization, bead proximity signal; in the data active = inhibition above about 50%;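 note: 0% = vehicle wells with protein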
* marks the source's active call; other numbers are inactive results. Compounds as they come; about 3.4% have a hit in one of these screens.

How did Cc1cc(NC(=O)CSc2nnc(C(C)N(C)C)n2Cc2ccccc2)no1 (stereo not drawn) do in these assays?
GPR151 activ: -0.8; FBW7 act: 0.1; TEAD-YAP inh: -3; MITF inh: -6

Results for COCCNC(=O)CCCc1nnc2n(C)c(=O)c3sccc3n12 ?
GPR151 activ: 2.1; FBW7 act: 0.2; TEAD-YAP inh: -7; MITF inh: -3

How did COC(=O)/C(C(C)=O)=C(\O)c1ccc([N+](=O)[O-])cc1 do in these assays?
GPR151 activ: -0.2; FBW7 act: -0.1; TEAD-YAP inh: 6; MITF inh: -5

How did CC1CCCN(C(=O)c2ccc3c(c2)C(=O)N(CCC2=CCCCC2)C3=O)C1 (stereo not drawn) do in these assays?
GPR151 activ: 0.5; FBW7 act: 0.0; TEAD-YAP inh: -6; MITF inh: -5

How did Cc1ccc(NSc2ccccc2[N+](=O)[O-])cc1 do in these assays?
GPR151 activ: 0.8; FBW7 act: 0.1; TEAD-YAP inh: 56*; MITF inh: 4

Results for CC(NC(=O)COc1ccc(C=C2C(=O)NC(=O)NC2=O)cc1)c1ccccc1 (stereo not drawn) ?
GPR151 activ: 0.9; FBW7 act: -0.2; TEAD-YAP inh: -4; MITF inh: -3

How did COc1ccc(C2=CSC3=C(C(=O)c4cccc(S(=O)(=O)N(C)C)c4)CCN23)cc1 do in these assays?
GPR151 activ: 2.6; FBW7 act: -0.1; TEAD-YAP inh: -2; MITF inh: -6

Results for COc1cccc(S(=O)(=O)Nc2ccc(C(=O)N3CCOCC3)cc2)c1 ?
GPR151 activ: -1.2; FBW7 act: 0.1; TEAD-YAP inh: 2; MITF inh: -5

What do the screens show for `COC(=O)COc1cccc(NC(=O)COc2ccc(C)c(C)c2)c1`?
GPR151 activ: -1.1; FBW7 act: 0.0; TEAD-YAP inh: 8; MITF inh: 1

How did CCOc1ccc2c(c1)cc(CN(C(=O)c1cccs1)C1CCCC1)c1nnnn12 do in these assays?
GPR151 activ: -0.7; FBW7 act: 0.0; TEAD-YAP inh: -9; MITF inh: 16

How did COc1ccc(Cc2nc(SCC(=O)N3CCN(c4ccccc4)CC3)n[nH]2)cc1 do in these assays?
GPR151 activ: -0.7; FBW7 act: -0.2; TEAD-YAP inh: 3; MITF inh: -6

How did O=c1[nH]c(O)c(/C=C2\C=c3ccccc3=N2)[nH]1 do in these assays?
GPR151 activ: -1.3; FBW7 act: 0.7; TEAD-YAP inh: -11; MITF inh: 18

How did COc1cc(/C=C2/SC(=O)NC2=O)cc(OC)c1OC do in these assays?
GPR151 activ: -0.3; FBW7 act: 0.1; TEAD-YAP inh: -7; MITF inh: 4

How did CCN1C(=O)NC(c2ccc(Cl)cc2)C(C(=O)OCCOc2ccccc2)=C1C (stereo not drawn) do in these assays?
GPR151 activ: 0.4; FBW7 act: 0.1; TEAD-YAP inh: 9; MITF inh: -4

Results for Cc1ccccc1C(=O)Nc1ccc(Nc2ccc(-n3cccn3)nn2)cc1 ?
GPR151 activ: 0.5; FBW7 act: 0.0; TEAD-YAP inh: -15; MITF inh: 37

What do the screens show for `CCC(CC)NS(=O)(=O)c1ccccc1[N+](=O)[O-]`?
GPR151 activ: -0.1; FBW7 act: -0.1; TEAD-YAP inh: 12; MITF inh: -3

How did CCOC(=O)c1sc(=NC(=O)c2ccc(S(=O)(=O)N3CCN(C(=O)OCC)CC3)cc2)n(C)c1C do in these assays?
GPR151 activ: 0.5; FBW7 act: 0.0; TEAD-YAP inh: 0; MITF inh: -10

Results for O=C(Nc1ccncc1)Nc1ccccn1 ?
GPR151 activ: -3.0; FBW7 act: 1.0; TEAD-YAP inh: 23; MITF inh: -7

How did CC(C)(C)c1ccc(/C=C2\NC(=O)N(Cc3ccc(Cl)cc3)C2=O)cc1 do in these assays?
GPR151 activ: -1.7; FBW7 act: 0.6; TEAD-YAP inh: 10; MITF inh: 4

Results for COc1ccccc1N/N=C(/C#N)C(=N)N1CCOCC1 ?
GPR151 activ: -0.6; FBW7 act: 1.0; TEAD-YAP inh: 3; MITF inh: 11

Results for C=CCc1ccccc1OCC(O)CNC(C)(C)CC(C)(C)C (stereo not drawn) ?
GPR151 activ: 0.1; FBW7 act: 0.3; TEAD-YAP inh: 14; MITF inh: -7

How did CCN(CC)c1nc(Nc2ccc(NC(C)=O)cc2)nc(N2CCc3ccccc3C2)n1 do in these assays?
GPR151 activ: 0.3; FBW7 act: 0.0; TEAD-YAP inh: -2; MITF inh: 5

Results for Cc1ccc(SCC(=O)Nc2ccc(S(=O)(=O)N3CCCCC3)cc2)cc1 ?
GPR151 activ: 0.4; FBW7 act: -0.1; TEAD-YAP inh: 4; MITF inh: 5

How did CC(C)S(=O)(=O)N1CC[C@@H]2[C@H](CCCN2C(=O)c2cc(C3CC3)[nH]n2)C1 do in these assays?
GPR151 activ: 0.3; FBW7 act: 0.2; TEAD-YAP inh: 11; MITF inh: 21

What do the screens show for `Cc1ccc(OCC(=O)N/N=C\c2ccncc2)c(C)c1`?
GPR151 activ: 1.4; FBW7 act: 0.3; TEAD-YAP inh: 13; MITF inh: 12

How did CC1CC(C)CN(CCCNC(=O)c2cccc3c2SCCC3=O)C1 (stereo not drawn) do in these assays?
GPR151 activ: 0.5; FBW7 act: 0.0; TEAD-YAP inh: 4; MITF inh: 12

What do the screens show for `COC(=O)c1cc(S(=O)(=O)N(C)C)c(Cl)cc1Cl`?
GPR151 activ: -1.5; FBW7 act: -0.1; TEAD-YAP inh: -7; MITF inh: -1

Results for Cc1ccnc2c1c(=O)n(C)c(=O)n2C ?
GPR151 activ: 0.7; FBW7 act: 0.5; TEAD-YAP inh: -2; MITF inh: 6

Results for COc1ccc2oc(-c3csc(NC(=O)c4c(F)cccc4F)n3)cc2c1 ?
GPR151 activ: 1.0; FBW7 act: 0.2; TEAD-YAP inh: -2; MITF inh: 20

How did CCOC(=O)N1CCN(S(=O)(=O)c2ccc(C(=O)Nc3sc4c(c3C(N)=O)CCN(C(C)=O)C4)cc2)CC1 do in these assays?
GPR151 activ: -0.3; FBW7 act: 0.4; TEAD-YAP inh: 7; MITF inh: 14

How did COc1ccc(NC(=O)Nc2nnc(-c3ccccc3Br)s2)cc1 do in these assays?
GPR151 activ: -0.6; FBW7 act: 0.1; TEAD-YAP inh: 3; MITF inh: 18

What do the screens show for `Cc1ccccc1OCC(=O)NC1(C#N)CCCCC1`?
GPR151 activ: 2.4; FBW7 act: 0.0; TEAD-YAP inh: -5; MITF inh: -1

What do the screens show for `CCCNc1ncnc2nc(Nc3cc(OC)c(OC)c(OC)c3)[nH]c12`?
GPR151 activ: -2.5; FBW7 act: -0.1; TEAD-YAP inh: 13; MITF inh: 7

How did Cc1ccc(Cl)cc1NC(=O)COC(=O)COc1ccc2c(C)cc(=O)oc2c1 do in these assays?
GPR151 activ: 1.5; FBW7 act: -0.1; TEAD-YAP inh: -2; MITF inh: 0

What do the screens show for `CCCCn1c(=N)c(C#N)cc2c(=O)n3cc(C)ccc3nc21`?
GPR151 activ: 0.2; FBW7 act: -0.1; TEAD-YAP inh: 0; MITF inh: -5

How did CCOC(=O)c1c(NC(=O)C(C)Sc2nnc(CNC(=O)c3ccccc3OC)n2-c2ccc(OCC)cc2)sc2c1CCC2 (stereo not drawn) do in these assays?
GPR151 activ: 2.3; FBW7 act: -0.1; TEAD-YAP inh: -7; MITF inh: -5

What do the screens show for `COc1cccc(NC(=O)c2sc(C)nc2C)c1`?
GPR151 activ: -4.3; FBW7 act: 0.2; TEAD-YAP inh: -19; MITF inh: 8

How did CC1CCC(c2ccc(O)cc2)(c2ccc(O)cc2)CC1 do in these assays?
GPR151 activ: 0.1; FBW7 act: 0.0; TEAD-YAP inh: 5; MITF inh: 5

How did Nc1cccc(N2C(=O)c3cccc(N)c3C2=O)c1 do in these assays?
GPR151 activ: 0.2; FBW7 act: 0.0; TEAD-YAP inh: 6; MITF inh: -2

How did CCN(C(=O)COc1cc(=O)n(CC)c2ccccc12)c1ccc(F)cc1 do in these assays?
GPR151 activ: -0.9; FBW7 act: -0.2; TEAD-YAP inh: 8; MITF inh: 8

Grouped by structure: the entries above containing a nitro group on carbon.
How did COC(=O)/C(C(C)=O)=C(\O)c1ccc([N+](=O)[O-])cc1 do in these assays?
GPR151 activ: -0.2; FBW7 act: -0.1; TEAD-YAP inh: 6; MITF inh: -5

How did Cc1ccc(NSc2ccccc2[N+](=O)[O-])cc1 do in these assays?
GPR151 activ: 0.8; FBW7 act: 0.1; TEAD-YAP inh: 56*; MITF inh: 4

What do the screens show for `CCC(CC)NS(=O)(=O)c1ccccc1[N+](=O)[O-]`?
GPR151 activ: -0.1; FBW7 act: -0.1; TEAD-YAP inh: 12; MITF inh: -3

Ordered by heavy-atom count (ascending): 4 of the compounds above.
What do the screens show for `COC(=O)c1cc(S(=O)(=O)N(C)C)c(Cl)cc1Cl`?
GPR151 activ: -1.5; FBW7 act: -0.1; TEAD-YAP inh: -7; MITF inh: -1

Results for Cc1ccc(SCC(=O)Nc2ccc(S(=O)(=O)N3CCCCC3)cc2)cc1 ?
GPR151 activ: 0.4; FBW7 act: -0.1; TEAD-YAP inh: 4; MITF inh: 5

How did CCN(CC)c1nc(Nc2ccc(NC(C)=O)cc2)nc(N2CCc3ccccc3C2)n1 do in these assays?
GPR151 activ: 0.3; FBW7 act: 0.0; TEAD-YAP inh: -2; MITF inh: 5

How did CCOC(=O)N1CCN(S(=O)(=O)c2ccc(C(=O)Nc3sc4c(c3C(N)=O)CCN(C(C)=O)C4)cc2)CC1 do in these assays?
GPR151 activ: -0.3; FBW7 act: 0.4; TEAD-YAP inh: 7; MITF inh: 14

(list continues)
Results for CCCCN(C)c1nc(CC)c2c(c1C#N)CC(C)(C)OC2 ?
GPR151 activ: 0.4; FBW7 act: 0.1; TEAD-YAP inh: 7; MITF inh: 15

How did Cc1ccc(S(=O)(=O)NCC(=O)Nc2nnc(C)s2)cc1 do in these assays?
GPR151 activ: 1.5; FBW7 act: -0.1; TEAD-YAP inh: -2; MITF inh: -4

What do the screens show for `O=[N+]([O-])c1ccc(/C=N/Nc2ccccn2)o1`?
GPR151 activ: 0.0; FBW7 act: -0.3; TEAD-YAP inh: 6; MITF inh: 19

How did COc1ccccc1N1CCN(S(=O)(=O)c2cc(C(=O)Nc3cccc(C)c3)ccc2F)CC1 do in these assays?
GPR151 activ: 0.5; FBW7 act: 0.0; TEAD-YAP inh: 2; MITF inh: 7

What do the screens show for `COc1ccc(S(=O)(=O)Nc2cc(C(=O)N3CCCCC3)ccc2N2CC3CC(C2)c2cccc(=O)n2C3)cc1` (stereo not drawn)?
GPR151 activ: -0.4; FBW7 act: -0.6; TEAD-YAP inh: -14; MITF inh: 1

Results for CCOc1cccc(NC(=O)/C(C#N)=C\c2cc(OC)c(O)c(OC)c2)c1 ?
GPR151 activ: 1.0; FBW7 act: -0.1; TEAD-YAP inh: 3; MITF inh: -6

Results for O=C1c2cccc3cccc(c23)C(=O)N1CCc1ccccc1 ?
GPR151 activ: -0.1; FBW7 act: 0.7; TEAD-YAP inh: -69; MITF inh: 18

What do the screens show for `Cc1ccc(/C=C/C(=O)OCC(=O)Nc2ccc(I)cc2)cc1`?
GPR151 activ: -0.1; FBW7 act: 0.1; TEAD-YAP inh: 0; MITF inh: 1

What do the screens show for `COc1ccc(OC)c2[nH]c(=O)c(CCNC(=O)COc3ccc(Cl)cc3)cc12`?
GPR151 activ: 0.3; FBW7 act: -0.3; TEAD-YAP inh: -10; MITF inh: 4

What do the screens show for `Cc1ccc(C(=O)Nc2cc(C(=O)N3CCCC3)cn(C)c2=O)s1`?
GPR151 activ: -2.5; FBW7 act: -0.4; TEAD-YAP inh: 3; MITF inh: -1

What do the screens show for `O=C(c1ccc(Cl)cc1)N1N=CC2CCCC21O` (stereo not drawn)?
GPR151 activ: -0.4; FBW7 act: 0.0; TEAD-YAP inh: -3; MITF inh: -3

Results for C=CCOc1ccc(NC(=O)C2CC(=O)N(C(C)C)C2)cc1 (stereo not drawn) ?
GPR151 activ: -0.3; FBW7 act: -0.1; TEAD-YAP inh: 1; MITF inh: 4

How did COc1ccc(-c2csc(N/N=C/c3ccc(F)cc3)n2)cc1 do in these assays?
GPR151 activ: 1.0; FBW7 act: 0.0; TEAD-YAP inh: -3; MITF inh: 13

How did CCc1cccc(NC(=O)N[C@H]2C[C@H]3C(=O)N[C@@H](CC(C)C)C(=O)N3C2)c1 do in these assays?
GPR151 activ: -2.5; FBW7 act: 0.1; TEAD-YAP inh: 2; MITF inh: 17

How did CCOC(=O)N1CCN(C(=O)C(C)Oc2ccc(Br)cc2)CC1 (stereo not drawn) do in these assays?
GPR151 activ: -0.6; FBW7 act: -0.4; TEAD-YAP inh: 16; MITF inh: -7

What do the screens show for `CCC1(CC)NC(=O)N(CC(=O)OCC(=O)Nc2ccc(C(N)=O)cc2)C1=O`?
GPR151 activ: -0.4; FBW7 act: 0.2; TEAD-YAP inh: 3; MITF inh: 16

Results for N#CC1=C(SCC(=O)Nc2ccccc2F)NC2=C(C(=O)CCC2)C1c1ccco1 (stereo not drawn) ?
GPR151 activ: 1.5; FBW7 act: -0.1; TEAD-YAP inh: -3; MITF inh: -4

How did CCOc1cc(/C=N/n2cnnc2)cc(Cl)c1OCc1ccccc1 do in these assays?
GPR151 activ: -0.3; FBW7 act: 0.0; TEAD-YAP inh: 8; MITF inh: -2

What do the screens show for `CCSc1nnc(NC(=O)Cc2c(F)cccc2Cl)s1`?
GPR151 activ: 0.5; FBW7 act: 0.2; TEAD-YAP inh: 0; MITF inh: 4

Results for CC(NC(=O)Cc1c(O)c2ccccc2[nH]c1=O)c1ccccc1 (stereo not drawn) ?
GPR151 activ: -0.9; FBW7 act: 0.2; TEAD-YAP inh: 12; MITF inh: 7

Results for c1ccc(SCCc2ccc3cc(-c4ccccc4)cn3c2)cc1 ?
GPR151 activ: -0.1; FBW7 act: 0.4; TEAD-YAP inh: 5; MITF inh: 6
